eIF4E 4G PPI: blocks eIF4E binding to eIF4G; inhibition, % at 21.7 µM; 0.37% of 220,000 active; TR-FRET eIF4E-eIF4GI(517-606) binding, 2 h; AID 782; P63073+Q04637;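 active = inhibition above about 30%, limit read from the data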;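 note: 0% = full FRET control wells and 100% = background wells lacking eIF4GI fragment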
14-3-3 Bad inh: disrupts binding of bovine 14-3-3 zeta to phospho-Bad peptide; TR-FRET 14-3-3zeta/Dy647-pBad peptide displacement, 1 h; P63103; 0.71% of 220,000 active; inhibition, % at 21.7 µM; AID 781;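 active = inhibition above about 70%, limit read from the data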;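 note: 0% = full 14-3-3 plus peptide FRET controls and 100% = background without 14-3-3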
FXIIa inh: inhibitors of human coagulation factor XIIa | P00748 | purified FXIIa, Boc-QGR-AMC fluorogenic substrate, 2 h | inhibition, % at 5 µM | 0.3% of 220,000 active; in the data active = inhibition above about 40%;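 note: 0% = enzyme with no compound and 100% = blank without enzyme; many of its hits are not listed in these tables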
Target sequence (P00748 20-372 limits assumed): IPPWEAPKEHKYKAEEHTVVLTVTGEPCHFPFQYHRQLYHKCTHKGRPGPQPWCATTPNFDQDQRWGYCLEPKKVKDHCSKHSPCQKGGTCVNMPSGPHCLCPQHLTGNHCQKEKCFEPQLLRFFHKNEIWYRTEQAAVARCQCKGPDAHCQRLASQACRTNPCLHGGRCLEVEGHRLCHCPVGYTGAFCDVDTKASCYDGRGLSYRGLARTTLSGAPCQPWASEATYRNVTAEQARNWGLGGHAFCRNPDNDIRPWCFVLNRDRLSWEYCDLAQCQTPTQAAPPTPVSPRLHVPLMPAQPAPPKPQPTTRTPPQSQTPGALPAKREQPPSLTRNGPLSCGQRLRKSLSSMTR
Target sequence (P00748 373-615 limits assumed): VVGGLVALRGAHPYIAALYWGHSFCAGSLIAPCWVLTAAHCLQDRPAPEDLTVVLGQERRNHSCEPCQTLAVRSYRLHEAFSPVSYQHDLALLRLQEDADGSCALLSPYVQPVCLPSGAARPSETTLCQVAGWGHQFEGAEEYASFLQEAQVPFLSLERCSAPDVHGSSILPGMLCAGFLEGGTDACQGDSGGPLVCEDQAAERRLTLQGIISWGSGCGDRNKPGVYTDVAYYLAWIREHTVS
Rad51 HR inh: Rad51 (human) homologous recombination inhibition; AID 1385; inhibition, % at 10 µM; 0.085% of 200,000 active; hRad51 DNA strand exchange, fluorescence dequenching;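 active = inhibition above 40% at the single screening dose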;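 note: 0% = DMSO control wells and 100% = blanks with heterologous ssDNA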
Target sequence (Q06609 whole entry, looked up): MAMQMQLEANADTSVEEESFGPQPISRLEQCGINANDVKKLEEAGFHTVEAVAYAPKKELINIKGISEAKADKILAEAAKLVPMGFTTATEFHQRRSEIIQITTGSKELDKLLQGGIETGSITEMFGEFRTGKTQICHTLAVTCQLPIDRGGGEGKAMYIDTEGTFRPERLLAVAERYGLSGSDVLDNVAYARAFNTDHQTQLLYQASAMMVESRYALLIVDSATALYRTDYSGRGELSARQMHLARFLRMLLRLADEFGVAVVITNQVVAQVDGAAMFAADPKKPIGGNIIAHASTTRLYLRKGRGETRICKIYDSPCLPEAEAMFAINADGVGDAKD
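Test system – preformed human Rad51 ssDNA filaments · Reagent – Donor/quencher-labelled 47-bp dsDNA substrate · Incubation – 37 °C 15-min filament assembly, 30-min compound preincubation, 15-min exchange · Signal – FRET fluorescence dequenching, excitation 485 nm, emission 520 nm · Read-out – percent inhibition from fluorescence, normalised to plate control and blank means · Benchmarks – plate control and blank wells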
Mdm2 ligase inh: inhibitors of human Mdm2 E3 ubiquitin ligase. Q00987. cell-based MDM2 ubiquitination luciferase reporter, 2 h; 0 = plate control, 100 = twice control, blank-subtracted. signal enhancement, % at 5 µM. 0.11% of 210,000 active. AID 1230;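 active = signal enhancement of 30% or more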;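 note: luminescence tracks abundance of the self-degrading MDM2-luciferase fusion protein; higher signal means inhibition of MDM2 E3 ligase activity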
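test system = mammalian cells stably expressing self-ubiquitinating, self-degrading MDM2 E3–luciferase fusion | quantity = 2000 cells/well | incubation = cell settling 4 h, compound treatment 2 h, both 37 °C | signal = luminescence with SteadyLite reagent, 15 min at room temperature | evaluation = % enhancement relative to plate controls after blank subtraction | benchmarks = plate controls and plate blanks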
FXIa inh: factor XIa (human) inhibition; 0.14% of 220,000 active; P03951; inhibition, % at 5 µM; purified FXIa, Boc-Glu-Ala-Arg-AMC fluorogenic substrate;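 active = inhibition of at least 40%; inactive = inhibition below 40%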;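 note: fluorescence of freed AMC excited at 355 nm; 0% = enzyme without compound and 100% = no enzyme blank; many of its hits are not listed in these tables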
p97 ATPase inh: human p97 ATPase inhibition; 0.42% of 220,000 active; inhibition, % at 8 µM; P55072; recombinant p97 ATPase, Kinase-Glo ATP luminescence, 3 h; in the data active = inhibition above about 15%;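 note: 0% = DMSO vehicle and 100% = wells lacking enzyme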
hK5 inh: kallikrein 5 (human) inhibition | Q9Y337 | recombinant hK5, fluorogenic AMC substrate cleavage | inhibition, % at 5 µM | 0.59% of 210,000 active;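 active = inhibition of 40% or more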;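 note: 0% = enzyme controls without compound and 100% = no-enzyme blanks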
Wee1 stabilizer: inhibitors of human Wee1 degradation. P30291. HeLa Luc-Wee1K328M stability, luciferase luminescence; 100% = proteasome inhibitor MG132 effect. reporter increase, % at 5 µM. 1.2% of 220,000 active. AID 1321;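 active = activation above the mean of all tested compounds plus 3 SD, set per screening run, cut at about 8.8% in these data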;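 note: cells exposed to compound for 20 h before luminescence read; 0% = DMSO alone and 100% = MG132 at 30 µM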
Active calls of the source: *; [ ] = dose if it differs, or a comment. The order is random (roughly 3.5% active in at least one column).

Screening O=C(OCCNc1ccc(C(F)(F)F)cc1[N+](=O)[O-])c1cc2ccccc2oc1=O returned eIF4E 4G PPI 0, 14-3-3 Bad inh -1, FXIIa inh 3, Rad51 HR inh -41, Mdm2 ligase inh 6, FXIa inh -4, p97 ATPase inh -7, hK5 inh -4 and Wee1 stabilizer -2.
CC(=O)OC(c1nc2ccccc2c(=O)n1C1CC2(OC1=O)c1ccccc1N1C(=O)C(C)(C)N(O)C12)C(C)C (stereo not drawn) was read as eIF4E 4G PPI -17, 14-3-3 Bad inh 0, FXIIa inh 9, Rad51 HR inh -1, Mdm2 ligase inh -41, FXIa inh 2 and hK5 inh 0.
Screening CC(=O)n1cc([C@@H]2C=C(C(=O)Nc3ccccc3)O[C@H](OCc3ccc(CO)cc3)C2)c2ccccc21 returned eIF4E 4G PPI 2, 14-3-3 Bad inh 3, FXIIa inh 2, Rad51 HR inh -5, FXIa inh -4, p97 ATPase inh 2, hK5 inh -3 and Wee1 stabilizer 1.
Cc1ccc(NC(=O)CS(=O)(=O)c2c[nH]c3ccccc23)c(C)c1 was read as eIF4E 4G PPI -4, 14-3-3 Bad inh 11[fluorescence artefact?], FXIIa inh 13, Rad51 HR inh -3, Mdm2 ligase inh -8, FXIa inh 2, p97 ATPase inh 4, hK5 inh 14 and Wee1 stabilizer 1.
`O=C(CSc1n[nH]c(=O)[nH]c1=O)NC1CCCCC1` gave eIF4E 4G PPI -11, 14-3-3 Bad inh 5, FXIIa inh 6, Rad51 HR inh 2, FXIa inh 1, p97 ATPase inh 9, hK5 inh 8 and Wee1 stabilizer -1.
For COc1cc2c(cc1OC)C(=O)CC(C)S2 (stereo not drawn) the results were eIF4E 4G PPI -4, 14-3-3 Bad inh -8, FXIIa inh 6, Rad51 HR inh 5, Mdm2 ligase inh -49, FXIa inh 2, p97 ATPase inh 2, hK5 inh -23 and Wee1 stabilizer -2.
`Cc1ccc(SCc2cc(-c3ccc(Cl)cc3)on2)cc1` gave eIF4E 4G PPI -4, 14-3-3 Bad inh 1, FXIIa inh 20, Rad51 HR inh 2, Mdm2 ligase inh 10, FXIa inh 6, p97 ATPase inh -4, hK5 inh -3 and Wee1 stabilizer -3.
For C=CCOCCN(C)C1=NS(=O)(=O)c2cc([N+](=O)[O-])ccc21 the results were eIF4E 4G PPI 3, 14-3-3 Bad inh 7, FXIIa inh 1, Rad51 HR inh 14, Mdm2 ligase inh -14, FXIa inh -7, p97 ATPase inh 1, hK5 inh -5 and Wee1 stabilizer 0.
Screening CC(/C=N/O)Cc1ccc2c(c1)OCO2 (stereo not drawn) returned eIF4E 4G PPI -14, 14-3-3 Bad inh -6[fluorescence artefact?], FXIIa inh 8, Rad51 HR inh 1, Mdm2 ligase inh -21, FXIa inh -2, p97 ATPase inh 6, hK5 inh -5 and Wee1 stabilizer -1.
For COc1ccc(OC)c(NS(=O)(=O)c2ccc(Br)s2)c1 the results were eIF4E 4G PPI 4, 14-3-3 Bad inh -17, FXIIa inh 12, Rad51 HR inh 4, Mdm2 ligase inh -8, FXIa inh 26, p97 ATPase inh 1, hK5 inh 2 and Wee1 stabilizer 9.0*.
For CC(Sc1nnc(N)s1)c1ccccc1Cl (stereo not drawn) the results were eIF4E 4G PPI -1, 14-3-3 Bad inh -2, FXIIa inh 20, Rad51 HR inh -7, Mdm2 ligase inh -24, FXIa inh 10, p97 ATPase inh -2, hK5 inh -4 and Wee1 stabilizer -2.
`CC(C)CN(CC(C)C)CC(O)CN(c1ccccc1)S(=O)(=O)c1ccccc1[N+](=O)[O-]` (stereo not drawn) gave eIF4E 4G PPI 0, 14-3-3 Bad inh 3, FXIIa inh 3, Rad51 HR inh 16, Mdm2 ligase inh -6, FXIa inh -2, p97 ATPase inh -3, hK5 inh -2 and Wee1 stabilizer -1.
Screening CCOC(=O)C1=C(CN2CCSCC2)NC(=O)NC1c1cc(C)ccc1C (stereo not drawn) returned eIF4E 4G PPI -32, 14-3-3 Bad inh -16[fluorescence artefact?], FXIIa inh -1, Rad51 HR inh 0, Mdm2 ligase inh -13, FXIa inh 1, p97 ATPase inh -6, hK5 inh -25 and Wee1 stabilizer -1.
CCNC(=O)CN(C1CCCCC1)S(=O)(=O)c1ccc(F)cc1 was read as eIF4E 4G PPI 5[fluorescence artefact?], 14-3-3 Bad inh 16[fluorescence artefact?], FXIIa inh -5, Rad51 HR inh -5, Mdm2 ligase inh -1, FXIa inh -3, p97 ATPase inh 2, hK5 inh -3 and Wee1 stabilizer 0.
Screening CC(C)=CC(=O)Nc1nnc(-c2ccc(F)cc2)s1 returned eIF4E 4G PPI 1, 14-3-3 Bad inh 1[fluorescence artefact?], FXIIa inh 8, Rad51 HR inh 2, Mdm2 ligase inh 2, FXIa inh 1, p97 ATPase inh 2, hK5 inh -16 and Wee1 stabilizer -1.
`COc1ccc(N=C(N)SCc2ccccn2)cc1` gave eIF4E 4G PPI 4, 14-3-3 Bad inh 47, FXIIa inh 9, Rad51 HR inh -1, Mdm2 ligase inh 0, FXIa inh -3, p97 ATPase inh 0, hK5 inh -16 and Wee1 stabilizer -2.
`N#Cc1ccc(CSc2nnc(-c3c[nH]c4ccccc34)n2-c2ccccc2)cc1` gave eIF4E 4G PPI -5, 14-3-3 Bad inh -2, FXIIa inh 6, Rad51 HR inh 12, Mdm2 ligase inh -5, FXIa inh -6, p97 ATPase inh 4, hK5 inh -1 and Wee1 stabilizer -3.
O=C1CC(c2cc3c(cc2Br)OCO3)C2=C(CCCC2=O)N1 (stereo not drawn) was read as eIF4E 4G PPI 2, 14-3-3 Bad inh -22[fluorescence artefact?], FXIIa inh 15, Mdm2 ligase inh -9, FXIa inh 2, p97 ATPase inh 6, hK5 inh -10 and Wee1 stabilizer -2.
For c1ccc(CNc2nc(CN3CCOCC3)nc3scc(-c4ccccc4)c23)cc1 the results were eIF4E 4G PPI -2, 14-3-3 Bad inh 0, FXIIa inh 9, Mdm2 ligase inh -8, FXIa inh 11, p97 ATPase inh -3, hK5 inh 9 and Wee1 stabilizer -2.
`COc1ccc(/C(O)=C2/C(=O)C(=O)N(CCN(C)C)C2c2ccc(F)cc2)cc1Cl` (stereo not drawn) gave eIF4E 4G PPI -11, 14-3-3 Bad inh -1, FXIIa inh 24, Rad51 HR inh -4, Mdm2 ligase inh 8, FXIa inh 4, p97 ATPase inh 5, hK5 inh -2 and Wee1 stabilizer -1.
`Cn1c(NC(=O)c2cccc(Cn3cc(Cl)cn3)c2)nc2ccccc21` gave FXIIa inh 9, Rad51 HR inh -1, Mdm2 ligase inh -6, FXIa inh -2, p97 ATPase inh 1, hK5 inh -175 and Wee1 stabilizer 2.
`CC[C@H](C)[C@H](NC(N)=O)C(=O)NCCc1ccc(Cl)cc1` gave eIF4E 4G PPI -3, 14-3-3 Bad inh 3, FXIIa inh -1, Rad51 HR inh -7, Mdm2 ligase inh -21, FXIa inh -11, p97 ATPase inh 3, hK5 inh -10 and Wee1 stabilizer -3.
Cc1ccc(C(=O)N2NC(c3ccc(F)cc3)C3C(=O)N(c4ccc(C)c(C)c4)C(=O)C32)cc1 (stereo not drawn) was read as eIF4E 4G PPI -2, 14-3-3 Bad inh 1[fluorescence artefact?], FXIIa inh 12, FXIa inh 5, p97 ATPase inh 6, hK5 inh -8 and Wee1 stabilizer 1.
Screening COC(=O)C(Cc1csc2ccc(Cl)cc12)NC(=O)c1ccc(Cl)cc1 (stereo not drawn) returned eIF4E 4G PPI 2, 14-3-3 Bad inh 29, FXIIa inh 11, Rad51 HR inh -8, Mdm2 ligase inh -7, FXIa inh 2, p97 ATPase inh -6, hK5 inh 20 and Wee1 stabilizer 6.
Screening Cn1cnnc1SC/C(O)=C(\C#N)c1nc2ccccc2[nH]1 returned eIF4E 4G PPI 5[fluorescence artefact?], 14-3-3 Bad inh 11, FXIIa inh 19, Rad51 HR inh 0, Mdm2 ligase inh -23, FXIa inh 25, p97 ATPase inh 10, hK5 inh -3 and Wee1 stabilizer 0.
For CC(C(=O)Nc1ccccc1-c1ccccc1)N1CCCCC1 (stereo not drawn) the results were eIF4E 4G PPI 6[fluorescence artefact?], 14-3-3 Bad inh -4, FXIIa inh 18, Rad51 HR inh 0, Mdm2 ligase inh -3, FXIa inh 0, p97 ATPase inh 0, hK5 inh -3 and Wee1 stabilizer 2.
For CN(C)/N=C/c1ccc(OS(=O)(=O)c2ccccc2)cc1 the results were eIF4E 4G PPI 2, 14-3-3 Bad inh -8, FXIIa inh 3, Rad51 HR inh -7, Mdm2 ligase inh -21, FXIa inh -3, p97 ATPase inh -8, hK5 inh 8 and Wee1 stabilizer 1.
For COc1ccc(-n2cc(CNCCCn3ccnc3)c(-c3cccc(F)c3)n2)cc1 the results were eIF4E 4G PPI 1, 14-3-3 Bad inh -6, FXIIa inh 8, Rad51 HR inh 4, Mdm2 ligase inh 4, FXIa inh 3, p97 ATPase inh 3, hK5 inh -1 and Wee1 stabilizer 5.
Screening Cc1nc(NC(CC(C)C)C(=O)O)c2nc(C)oc2n1 (stereo not drawn) returned eIF4E 4G PPI -2, 14-3-3 Bad inh 3, FXIIa inh -14, Rad51 HR inh 4, Mdm2 ligase inh -14, FXIa inh -4, p97 ATPase inh 1, hK5 inh -7 and Wee1 stabilizer -2.
Screening CC(=O)c1c(C)c[nH]c1C returned eIF4E 4G PPI 2, 14-3-3 Bad inh -7, FXIIa inh 14, Rad51 HR inh -9, Mdm2 ligase inh -9, FXIa inh 2, p97 ATPase inh 1, hK5 inh -4 and Wee1 stabilizer 3.
For O=C(O)c1ccc(COc2ccccc2Cl)cc1 the results were eIF4E 4G PPI -3, 14-3-3 Bad inh 7, FXIIa inh 5, Rad51 HR inh -8, Mdm2 ligase inh -3, FXIa inh 2, p97 ATPase inh 5, hK5 inh -7 and Wee1 stabilizer 9.1*.
Screening CC(=O)[C@@H]1[C@@H]2C(=O)N(C3CCCCC3)C(=O)[C@@H]2C2c3ccccc3C=CN21 (stereo partly drawn) returned eIF4E 4G PPI 1, 14-3-3 Bad inh 24, FXIIa inh 11, Rad51 HR inh -10, Mdm2 ligase inh -4, FXIa inh -2, p97 ATPase inh 4, hK5 inh -2 and Wee1 stabilizer -1.

Looked up one by one from above, three records:
`CC[C@H](C)[C@H](NC(N)=O)C(=O)NCCc1ccc(Cl)cc1` gave eIF4E 4G PPI -3, 14-3-3 Bad inh 3, FXIIa inh -1, Rad51 HR inh -7, Mdm2 ligase inh -21, FXIa inh -11, p97 ATPase inh 3, hK5 inh -10 and Wee1 stabilizer -3.
Screening Cc1nc(NC(CC(C)C)C(=O)O)c2nc(C)oc2n1 (stereo not drawn) returned eIF4E 4G PPI -2, 14-3-3 Bad inh 3, FXIIa inh -14, Rad51 HR inh 4, Mdm2 ligase inh -14, FXIa inh -4, p97 ATPase inh 1, hK5 inh -7 and Wee1 stabilizer -2.
Cc1ccc(C(=O)N2NC(c3ccc(F)cc3)C3C(=O)N(c4ccc(C)c(C)c4)C(=O)C32)cc1 (stereo not drawn) was read as eIF4E 4G PPI -2, 14-3-3 Bad inh 1[fluorescence artefact?], FXIIa inh 12, FXIa inh 5, p97 ATPase inh 6, hK5 inh -8 and Wee1 stabilizer 1.

Assay outcomes: PubChem BioAssay, several laboratories
